# Screening data from PubChem.
# HEK293 tox: cytotoxicity counter-screen for GLP-1 receptor inverse agonists. HEK293 cAMP-luciferase reporter cells, luminescence, 24 h. Potency, µM (top dose mostly 38.3 µM), without a hit: at the highest dose activity change, negative = inhibition, hits mostly inhibitors. actives 0.13% (n = 410,000);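 further: loss of luciferase light is scored as toxicity; potency means the concentration at half of the fitted maximal effect; on the % scale 0 is the no-effect control and ±100 the full control effect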
#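 To flag toxic compounds, the library was rerun on cells for 24 hr at 37 deg C and 5% CO2. Viability-linked luminescence was captured 12 min after adding luciferase detection reagent.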
# PTHR1 ag: PTHR1 (human) receptor agonism; Q03431; HEK293 GP2 PTHR1 cells, GloSensor cAMP luminescence, 1 h; Potency, µM (highest dose often 115 µM), without a hit: at the top dose activation, usual class: activators; actives 0.075% (n = 410,000); AID 743266; further: potency means the concentration at half of the fitted maximal effect; nearly all actives have a fitted effect of over 55% in size; some results filed as inactive show a strong effect at the top dose; inactives centre near -15; many of its hits are not listed in these tables
#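 HEK-293-derived GP2 cells expressing PTHR1 and a GloSensor cAMP reporter, 3,000/well, plated overnight, given luciferin plus IBMX (each 0.5 mM as added) for 1 h at 37 °C, then compound for 1 h at 37 °C. Luminescence was read after 15 min at room temperature.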
# aSyn rescue: alpha-synuclein toxicity inhibition in yeast; Yeast expressing alpha-synuclein, growth rescue, BacTiter-Glo, 24 h; Potency, µM (top dose mostly 46.1 µM), without a hit: at the highest dose growth rescue (activation), actives largely listed as activators; actives 0.14% (n = 370,000); further: potency means the concentration at half of the fitted maximal effect; % of control where 0% means no effect; nearly all actives have a fitted effect of over 65% in size
#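 Screening used galactose-induced yeast with toxic alpha-synuclein levels, exposed to compound for 24 hr at 30 deg C. Cell growth, read with BacTiter-Glo luminescence, gave the measured signal.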
# TDP-43 yeast inh: TDP-43 toxicity inhibition in yeast; actives 1.8% (n = 410,000); TDP-43 expressing yeast growth rescue, BacTiter-Glo, 24 h; Potency, µM (titrated, usually from 46.1 µM), for the others: at the top dose growth rescue (activation), usual class: activators; further: potency means the concentration at half of the fitted maximal effect; % of control where 0% means no effect; nearly all actives have a fitted effect of over 50% in size
#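 In this qHTS, compounds that restore growth of yeast expressing TDP-43 appear as activators. Cells (OD600=0.02, galactose medium, raffinose-pregrown) are incubated with compound 24 hr at 30 deg C and growth is quantified by BacTiter-Glo.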
# DRD3 agonist: D3 dopamine receptor (human) agonism | P35462 | D3R DiscoveRx beta-arrestin cells, luminescence, 90 min | max activation, % | actives 0.58% (n = 410,000) | AID 652048; in the data active means max activation above about 30%; further: 0% is about no effect; mostly tested at two doses, the higher about 12 µM
# Target sequence (P35462 whole entry, looked up): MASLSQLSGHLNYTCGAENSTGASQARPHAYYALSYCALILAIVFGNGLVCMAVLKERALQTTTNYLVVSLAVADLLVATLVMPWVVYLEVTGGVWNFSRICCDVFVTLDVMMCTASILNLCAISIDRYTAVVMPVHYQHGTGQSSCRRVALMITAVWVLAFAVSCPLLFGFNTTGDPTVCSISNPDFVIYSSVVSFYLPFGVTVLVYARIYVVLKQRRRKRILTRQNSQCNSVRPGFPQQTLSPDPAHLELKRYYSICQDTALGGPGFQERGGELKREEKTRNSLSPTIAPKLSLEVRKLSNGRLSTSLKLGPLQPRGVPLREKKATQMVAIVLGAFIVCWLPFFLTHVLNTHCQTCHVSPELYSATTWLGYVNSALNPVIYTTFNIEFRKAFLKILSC
#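 Cells at 1500/well, incubated overnight, then treated with pinned compounds (dopamine as control) for 90 min at 37 degrees C. DiscoveRx reagent added for 30 - 60 minutes at room temperature; luminescence read.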
# D3 antag: antagonists of human D3 dopamine receptor; P35462; D3R cells, DiscoveRx beta-arrestin luminescence, antagonist mode; stronger effect = lower value; max response, negative = inhibition, %; actives 2.5% (n = 360,000); in the data active means max response below about -50%; inconclusive means no clear call, values can overlap the other calls; further: on the % scale 0 is the no-effect control and ±100 the full control effect; mostly tested at two doses, the higher about 12 µM
#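 Cells plated overnight at 1500 cells/well, then exposed to library compounds with dopamine controls for 90 minutes at 37 degrees C. DiscoveRx reagent added for 30–60 minutes at room temperature; luminescence read, quantitative HTS format.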
# GLP-1R agonist: agonists of human GLP-1 receptor; P43220; HEK293 GLP-1R CRE-luciferase, luminescence, 4-6 h; cells express a hypersensitive GLP-1R form; Potency, µM (highest dose often 45.6 µM), for the others: at the highest dose activation, usual class: activators; actives 0.007% (n = 380,000); AID 624172; further: potency means the concentration at half of the fitted maximal effect; % of control where 0% means no effect
# Target sequence (P43220 whole entry, looked up): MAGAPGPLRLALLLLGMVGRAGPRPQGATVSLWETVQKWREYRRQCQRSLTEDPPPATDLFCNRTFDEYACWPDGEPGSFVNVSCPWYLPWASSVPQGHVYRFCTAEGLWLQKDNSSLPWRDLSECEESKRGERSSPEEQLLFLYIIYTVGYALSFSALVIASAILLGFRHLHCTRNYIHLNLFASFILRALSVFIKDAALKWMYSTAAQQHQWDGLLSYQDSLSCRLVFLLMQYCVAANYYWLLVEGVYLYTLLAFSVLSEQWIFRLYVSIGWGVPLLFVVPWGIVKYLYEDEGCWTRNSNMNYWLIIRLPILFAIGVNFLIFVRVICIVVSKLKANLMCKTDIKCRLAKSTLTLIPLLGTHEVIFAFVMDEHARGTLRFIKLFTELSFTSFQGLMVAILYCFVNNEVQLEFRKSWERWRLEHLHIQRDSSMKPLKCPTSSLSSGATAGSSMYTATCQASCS
# KB-V1 cytotox: KB-V1 MDR subline cytotoxicity; KB-V1 MDR cells viability, CellTiter-Glo, 72 h; Potency, µM (series often up to 46.1 µM), without a hit: at the top dose activity change, negative = cytotoxicity, most hits filed as cytotoxic; actives 3.4% (n = 400,000); further: potency means the concentration at half of the fitted maximal effect; on the % scale 0 is the no-effect control and ±100 the full control effect; nearly all actives have a fitted effect of over 60% in size
#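 Drug-selected KB-V1 cells, grown in DMEM lacking phenol red with 10% FBS, receive compound titrations; after three days at 37 degrees C, surviving cell ATP is quantified by CellTiter-Glo luminescence and responses normalized and curve-fitted.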
# GLP1R inv ag: acts as inverse agonist at human GLP-1 receptor | P43220 | HEK293 GLP-1R CRE-luciferase, luminescence, 24 h; GLP-1R form is constitutively active | Potency, µM (top dose mostly 38.3 µM), for inactives: at the top dose activity change, negative = inhibition, hits mostly inhibitors | actives 1.6% (n = 410,000) | AID 624417; further: potency means the concentration at half of the fitted maximal effect; on the % scale 0 is the no-effect control and ±100 the full control effect; nearly all actives have a fitted effect of over 55% in size
#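 HEK293 cells stably co-expressing a cAMP-responsive luciferase reporter and constitutively active GLP-1R were seeded, incubated 12 h, then exposed to compounds for 24 h at 37 C. Luminescence was read 12 min after detection reagent; inverse agonists lower signal.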
# * hit, by the source's call; i = inactive; ? = inconclusive; · = no result given; & = joins results of further samples; [ ] = another dose, or the depositor's remark. Unless noted, the call rests on the fitted dose curve; in most records, active means well fitted curve in the direction sought with a large enough effect; inconclusive means small, poorly fitted or top-dose-only effect, or another doubt; inactive means no such curve, though single readings can be large; an effect the other way counts as inactive or inconclusive. These rows are one share of the data; count on the stated rates, not on these rows.
item	compound	HEK293 tox	PTHR1 ag	aSyn rescue	TDP-43 yeast inh	DRD3 agonist
1	Cc1cc(C)nc(N2CCC(C(=O)NNC(=O)Cc3ccccc3)CC2)n1	-16%	i	-1%	10%	1
2	Cc1cc(C)cc(N(CC(=O)Nc2c(C)n(C)n(-c3ccccc3)c2=O)S(C)(=O)=O)c1	-12%	i	7%	-7%	1
3	Cn1cccc1Cc1nnc(SCC(=O)N2CCCCCC2)n1-c1ccc(F)cc1	2%	-3%	-2%	9%	4
4	OCc1nc2ccccc2n1C/C=C/c1ccccc1	20%	-3%[57.5 µM]	3%	24%	1
5	Cc1cc2c(cc1C)-n1nnnc1C(N1CCN(c3ccccn3)CC1)C(c1ccc3c(c1)OCO3)=N2 (stereo unspecified)	3%	-7%	-5%	2%	10
6	CCOCCCNS(=O)(=O)c1ccc2c(c1)oc(=O)n2CC(=O)OCC	1%	i	-1%	-22%	-24
7	COCCNC(=O)C1(C)CCCN(C(=O)c2ccc3snnc3c2)C1 (stereo unspecified)	2%	-6%	0%	19%	2
8	C=CS(=O)(=O)N(Cc1ccc(Cl)c(Cl)c1)C[C@@H](O)CO	?	i	9%	8%	4

item	D3 antag	GLP-1R agonist	KB-V1 cytotox	GLP1R inv ag
1	-4	3%	-1%	-9%
2	10	-13%	1%	-19%
3	2	2%	13%	?
4	5	9%	-9%	-26%
5	9	·	-19%	18%
6	-19	1%	7%	2%
7	-4	1%	-1%	26%
8	13	3%	?	6.3µM*

# Next part.
item	compound	HEK293 tox	PTHR1 ag	aSyn rescue	TDP-43 yeast inh	DRD3 agonist
9	COc1ccccc1CNC(=O)C(=O)NCC1OCCN1S(=O)(=O)c1cccs1 (stereo unspecified)	-11%	i	2%	-9%	-14
10	CCC(=O)N1CCC(C(N)=O)(N2CCCCC2)CC1	17%	-4%	2%	-12%	1
11	CC(=O)N1c2ccc(S(=O)(=O)N(C)CC(=O)Nc3ccccc3C)cc2CC1C (stereo unspecified)	31%	15%	1%	-9%	3
12	CCCC(C)NC(=O)COC(=O)c1cc(Br)c(Br)s1 (stereo unspecified)	9%	i	-12%	0%	2
13	Cc1cccc2cc(CN(Cc3ccco3)C(=O)Nc3cccc(C#N)c3)c(Cl)nc12	-27%	i	4%	-8%	4
14	CCCS/C(N)=N/N=C/c1ccccc1O	?	-8%[57.5 µM]	-1%	-4%	-2
15	COc1ccc(-n2nc(C(=O)NCC(=O)NCC3CCCO3)c3ccccc3c2=O)cc1Cl (stereo unspecified)	-20%	-6%[57.5 µM]	-3%	17%	0
16	Cc1nc2ccc(N=NC3=C(O)CC(C)(C)CC3=O)cc2s1	14%	-15%	1%	23%	-4

item	D3 antag	GLP-1R agonist	KB-V1 cytotox	GLP1R inv ag
9	-4	14%	-16%	85%[activator]
10	9	0%	-1%	13%
11	-1	-2%	-15%	86%[activator]
12	-4	5%	-3%	3%
13	7	1%	12µM*	-1%
14	6	?	?	?
15	17	2%	9.2µM*	2%
16	-16	-6%	0%	13%

# Next part:
item	compound	HEK293 tox	PTHR1 ag	aSyn rescue	TDP-43 yeast inh	DRD3 agonist
17	CC(=O)c1c(C(C)=O)c(C)n(NC(=O)c2ccccc2Cl)c1C	9%	-31%	-2%	-19%	7
18	CC1CC(OC(=O)C(O)c2ccccc2)CC(C)(C)N1C (stereo unspecified)	-1%	-24%	2%	-2%	9&5&-7
19	NC(=S)N/N=C/c1coc2cc(Cl)ccc2c1=O	5%	i	-16%	17%	-8
20	Cc1c(C(=O)Nc2ccc3c(c2)OCO3)oc2ccccc12	-2%	-34%[inhibitor]	2%	?	-12
21	O=C1CC(c2nc3ccccc3n2Cc2c(F)cccc2Cl)CN1c1cccc(C(F)(F)F)c1 (stereo unspecified)	7%	-16%	·	25µM*	-2
22	COC(=O)CCCNC(=O)CC1C(=O)NCCN1Cc1ccoc1 (stereo unspecified)	-35%	i	4%	3%	-2
23	O=C(COc1ccccc1F)Nc1nnc(SCc2cc(=O)c3ccccc3[nH]2)s1	-8%	-11%	·	0%	12
24	CCN(CC)C(=O)[C@H]1C[C@H](CC(=O)NCCC2=CCCCC2)C(=O)N2CCc3c([nH]c4ccc(Cl)cc34)[C@]12C	10%	-48%[inhibitor]	7%	17%	-10

item	D3 antag	GLP-1R agonist	KB-V1 cytotox	GLP1R inv ag
17	-8	-8%	1%	2%
18	4	-6%	16%	3%
19	-12	5%	?	8%
20	1	10%	-25%	?
21	·	·	?	9%
22	25	1%	?	1%
23	·	·	0%	3%
24	0	4%	0%	?

# Next section:
item	compound	HEK293 tox	PTHR1 ag	aSyn rescue	TDP-43 yeast inh	DRD3 agonist
25	O=C(CN1C(=O)NC2(CCCCC2)C1=O)Nc1cccc(S(=O)(=O)N2CCOCC2)c1	7%	-2%	-1%	11%	9
26	C=CCN1C(=O)c2ccc(C(=O)N3CCN(S(=O)(=O)c4cccc(F)c4)CC3)cc2C1=O	5%	i	2%	2%	1
27	Cc1ccc(C)c(Nc2cc(C(=O)NC3CCCC3)c3ccccc3n2)c1	4%	18%	·	-13%	-11
28	CN(C)CCC(=O)N1C/C(=C/c2ccccc2)C(=O)/C(=C\c2ccccc2)C1	?	-94%[inhibitor]	-1%	-18%	-24
29	CCc1cccc(NC(=O)Cn2c(=O)n(CCc3ccc(OC)c(OC)c3)c(=O)c3ccccc32)c1	4%	?	·	6%	-6
30	Cc1ccccc1CNS(=O)(=O)c1ccc2c(c1)OCCO2	9%	i	7%	?	1
31	CCCCCOc1ccc(C2c3c(oc4ccccc4c3=O)C(=O)N2c2nc(C)c(C)s2)cc1OCC (stereo unspecified)	6%	0%	·	33%	6
32	Cn1c(=O)c2cc(S(=O)(=O)NCCC(=O)Nc3ccc(F)cc3F)ccc2n(C)c1=O	5%	-27%	0%	-13%	-1

item	D3 antag	GLP-1R agonist	KB-V1 cytotox	GLP1R inv ag
25	13	-4%	-10%	3%
26	19	-1%	-3%	4%
27	·	·	-12%	-5%
28	-85*	-31%[inhibitor]	-12%	?
29	·	-2%	-3%	-4%
30	-10	7%	?	-10%
31	·	·	3%	8%
32	-26	-2%	-18%	7%

# Fetched by structure from the list above (six):
item	compound	HEK293 tox	PTHR1 ag	aSyn rescue	TDP-43 yeast inh	DRD3 agonist
26	C=CCN1C(=O)c2ccc(C(=O)N3CCN(S(=O)(=O)c4cccc(F)c4)CC3)cc2C1=O	5%	i	2%	2%	1
25	O=C(CN1C(=O)NC2(CCCCC2)C1=O)Nc1cccc(S(=O)(=O)N2CCOCC2)c1	7%	-2%	-1%	11%	9
30	Cc1ccccc1CNS(=O)(=O)c1ccc2c(c1)OCCO2	9%	i	7%	?	1
29	CCc1cccc(NC(=O)Cn2c(=O)n(CCc3ccc(OC)c(OC)c3)c(=O)c3ccccc32)c1	4%	?	·	6%	-6
28	CN(C)CCC(=O)N1C/C(=C/c2ccccc2)C(=O)/C(=C\c2ccccc2)C1	?	-94%[inhibitor]	-1%	-18%	-24
32	Cn1c(=O)c2cc(S(=O)(=O)NCCC(=O)Nc3ccc(F)cc3F)ccc2n(C)c1=O	5%	-27%	0%	-13%	-1

item	D3 antag	GLP-1R agonist	KB-V1 cytotox	GLP1R inv ag
26	19	-1%	-3%	4%
25	13	-4%	-10%	3%
30	-10	7%	?	-10%
29	·	-2%	-3%	-4%
28	-85*	-31%[inhibitor]	-12%	?
32	-26	-2%	-18%	7%

# Other structures.
item	compound	HEK293 tox	PTHR1 ag	aSyn rescue	TDP-43 yeast inh	DRD3 agonist
33	CCN1/C(=C\C=C2\C(=O)N(C)C(=S)N2C)Sc2ccccc21	10%	-3%	-2%	-15%	-6
34	COCCNC(=O)c1c[nH]c2ccc(S(=O)(=O)Nc3ccc(F)cc3F)cc2c1=O	-5%&7%	-1%	-1%	1%&7%	-2&5
35	C/C(=N/OC(=O)C1CC1c1ccccc1)c1ccccc1 (stereo unspecified)	-4%	-13%	-3%	6%	-11
36	Cc1ccc(CNC(=O)CS(=O)Cc2nc(-c3ccccc3C)oc2C)cc1 (stereo unspecified)	-19%	i	-2%	?	1
37	O=C1C2C3C=CC(C3)C2C(=O)N1/N=C/c1cn(Cc2ccc(F)cc2)c2ccccc12 (stereo unspecified)	7%	-18%[57.5 µM]	11%	18%	-16
38	COc1ccccc1NC(=O)Cc1nnc(SCC(=O)Nc2nccs2)n1C	2%	i	6%	-9%	5
39	COc1cc(OC)c(OC)cc1/C=C/C(=O)OCC(=O)Nc1c(C)n(C)n(-c2ccccc2)c1=O	20%	-24%	-10%	-9%	-3
40	CC(=O)/C(C#N)=C1\NC(=O)C(Cc2ccc(C)c(Cl)c2)S1 (stereo unspecified)	-28%	-29%	-5%	-93%[inhibitor]	6

item	D3 antag	GLP-1R agonist	KB-V1 cytotox	GLP1R inv ag
33	-2	2%	-25%	30%
34	-9	0%	-4%&0%	9%&6%
35	-14	-3%	-11%	11%
36	1	7%	4%	?
37	18	-4%	-24%	?
38	3	1%	16%	-11%
39	-12	2%	8%	16%
40	2	0%	9.2µM*	?

# (listing goes on)
item	compound	HEK293 tox	PTHR1 ag	aSyn rescue	TDP-43 yeast inh	DRD3 agonist
41	CCOCCCn1c(=N)c(C(=O)NC(C)c2ccccc2)cc2c(=O)n3cc(C)ccc3nc21 (stereo unspecified)	33%	-40%[inhibitor]	·	7%	-7
42	Cc1ccc(CNc2nc3ccccc3n3c(C)nnc23)cc1	0%	i	·	14%	4
43	O=C1CC(N(Cc2cccs2)C(=O)Nc2ccccc2)C(=O)N1c1ccc(Cl)cc1 (stereo unspecified)	-16%	i	-3%	-24%	4
44	O=C1C=C(Nc2ccc(O)cc2)C(=O)c2ccccc21	?	-30%	-9%	-32%	-7

item	D3 antag	GLP-1R agonist	KB-V1 cytotox	GLP1R inv ag
41	·	2%	0%	12%
42	·	·	?	15%
43	-4	-28%	18µM*	8.9µM*
44	-14	10%	?	-8%
